# M5 antag = antagonists of human muscarinic M5 receptor (CHRM5) | P08912 | CHO-hM5 cells, Fluo-8 calcium fluorescence, ACh EC80 | inhibition, % at 3 µM | 0.59% of 360,000 active | AID 624040;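 active = inhibition above a per-plate cutoff, the mean of that plate's test compounds plus 3 SD, cut at about 27% in these data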;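 note: 0% = acetylcholine EC80 with DMSO and 100% = DMSO without agonist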
# Target sequence (P08912 whole entry, looked up): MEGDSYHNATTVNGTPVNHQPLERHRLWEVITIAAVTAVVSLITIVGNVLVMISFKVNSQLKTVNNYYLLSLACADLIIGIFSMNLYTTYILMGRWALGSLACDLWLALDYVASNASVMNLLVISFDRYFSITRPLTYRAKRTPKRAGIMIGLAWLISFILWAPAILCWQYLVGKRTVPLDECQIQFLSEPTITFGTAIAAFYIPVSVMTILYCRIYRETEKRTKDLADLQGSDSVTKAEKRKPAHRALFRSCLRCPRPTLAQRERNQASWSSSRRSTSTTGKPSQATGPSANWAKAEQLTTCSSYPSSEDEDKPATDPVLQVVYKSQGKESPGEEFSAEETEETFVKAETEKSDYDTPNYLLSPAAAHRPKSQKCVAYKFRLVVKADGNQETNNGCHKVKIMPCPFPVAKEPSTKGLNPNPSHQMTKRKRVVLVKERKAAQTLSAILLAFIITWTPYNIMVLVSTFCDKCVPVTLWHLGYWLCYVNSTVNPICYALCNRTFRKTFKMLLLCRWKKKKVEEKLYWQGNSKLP
# CHO-K1 Ca antag = M1 antagonist counterscreen hit in parental CHO-K1 cells; inhibition, % at 3 µM; ATP-induced calcium, Fluo-8 fluorescence; AID 602250; 0.6% of 360,000 active;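 active = inhibition above a per-plate cutoff, the plate's mean sample inhibition plus 3 SD, cut at about 24% in these data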;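 note: 0% = DMSO plus EC80 ATP and 100% = DMSO alone without ATP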
# CHRM4 agonist = agonists of human muscarinic M4 receptor (CHRM4); AID 624127; P08173; CHO-K1 hM4/Gqi5, Fluo-8 calcium fluorescence; vehicle 0%, full acetylcholine response 100%; activation, % at 3 µM; 0.14% of 360,000 active;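 active = activation above the run mean over all test wells plus 3 SD, cut at about 32% in these data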;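 note: peak over basal fluorescence ratio per well then scaled between controls; 0% = DMSO wells and 100% = acetylcholine at EC100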
# Target sequence (P08173 whole entry, looked up): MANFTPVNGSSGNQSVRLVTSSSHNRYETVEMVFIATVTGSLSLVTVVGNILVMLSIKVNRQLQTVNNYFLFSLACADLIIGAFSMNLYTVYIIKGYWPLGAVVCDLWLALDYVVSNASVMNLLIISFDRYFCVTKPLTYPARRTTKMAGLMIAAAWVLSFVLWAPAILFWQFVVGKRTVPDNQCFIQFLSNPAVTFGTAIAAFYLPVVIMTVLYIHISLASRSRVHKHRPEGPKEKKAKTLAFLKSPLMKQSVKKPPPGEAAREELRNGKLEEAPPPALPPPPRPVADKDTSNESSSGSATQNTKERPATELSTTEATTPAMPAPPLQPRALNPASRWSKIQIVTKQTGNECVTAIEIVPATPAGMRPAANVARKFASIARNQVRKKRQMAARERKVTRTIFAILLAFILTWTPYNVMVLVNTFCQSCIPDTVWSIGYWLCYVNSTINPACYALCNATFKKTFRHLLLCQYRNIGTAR
# M4 antag = blocks acetylcholine activation of human M4 receptor | P08173 | CHO-hM4 cells, ACh EC80, Fluo-8 calcium fluorescence | inhibition, % at 3 µM | 0.73% of 360,000 active | AID 624125;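 active = inhibition above its plate's cutoff, the mean inhibition of sample wells plus 3 SD, cut at about 27% in these data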;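 note: 0% = acetylcholine EC80 with DMSO and 100% = DMSO without agonist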
# CHRM5 PAM = positive allosteric modulators of human muscarinic M5 receptor; 0.3% of 360,000 active; P08912; activation, % at 3 µM; CHO-K1 hM5, Fluo-8 calcium, ACh EC20 PAM; 0% = ACh EC20, 100% = ACh EC100;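 active = activation above the run cutoff, the mean activation of all test compounds plus 3 SD, cut at about 18% in these data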
#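 system = human M5 receptor in CHO-K1 cells | compound = one concentration, 3 µM final (nominal) | schedule = Post-acetylcholine fluorescence recording 140 s | signal = Fluo-8 calcium dye fluorescence, kinetic read | benchmarks = low control EC20 acetylcholine (0%), high control EC100 acetylcholine (100%) | repeats = singlicate, one well per test compound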
# M5 ag = CHRM5 agonism in calcium assay. P08912. activation, % at 3 µM. 0.19% of 360,000 active. CHO-K1 hM5 cells, Fluo-8 calcium fluorescence; 0% DMSO wells, 100% maximal acetylcholine response;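 active = activation above the run's mean over test compounds plus 3 SD, cut at about 23% in these data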;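 note: signal is peak over basal fluorescence ratio across the kinetic read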
# M1 ag parental = M1 agonist counterscreen hit in parental CHO-K1 cells. Fluo-8 calcium fluorescence; scaled to maximal ATP response, vehicle zero. activation, % at 3 µM. 0.48% of 360,000 active. AID 602248; in the data active = activation above about 15%;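 note: untransfected CHO-K1 host cells lacking M1 receptor as counterscreen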
# CHO-K1 Ca PAM = counter-screen for M1 PAMs: effect in parental CHO-K1 cells | 0.02% of 360,000 active | ATP EC20, Fluo-8 calcium fluorescence; 0% at ATP EC20, 100% at ATP max | activation, % at 3 µM;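 active = activation above the run cutoff, the mean activation of all test compounds plus 3 SD, cut at about 40% in these data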;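 note: peak over basal fluorescence ratio in a 140 s read after ATP addition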
# M4 PAM = CHRM4 positive allosteric modulation. 0.4% of 360,000 active. CHO-K1 hM4/Gqi5, Fluo-8 calcium fluorescence, ACh EC20; 0% = ACh EC20, 100% = maximal ACh. activation, % at 3 µM. P08173;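 active = activation above its plate's cutoff, the mean activation of sample wells plus 3 SD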; note: some results filed as inactive read as strong as hits
# Active calls of the source: *.
SMILES,M5 antag,CHO-K1 Ca antag,CHRM4 agonist,M4 antag,CHRM5 PAM,M5 ag,M1 ag parental,CHO-K1 Ca PAM,M4 PAM
CC(=O)Nc1ccc2sc(NC(=O)CN3CCOCC3)nc2c1,-1,-18,0,-8,7,2,0.7,15,1
O=C(NCCS(=O)(=O)NC1CCCCC1)c1ccc2c(c1)OCO2,9,-5,2,3,-4,4,3.0,22,4
CC(C)N(CCc1ccncc1)C(=S)Nc1ccc(F)c(Cl)c1,3,3,10,-1,-17,10,9.5,5,-17
O=C1c2cccnc2C(=O)N1c1cccc([N+](=O)[O-])c1,2,12,0,4,2,-4,-0.5,0,-2
Cc1ccc(CN2CC(C(=O)N(C)CC(=O)Nc3cccc(F)c3)CC2=O)cc1 (centres undefined),0,0,1,4,0,-1,0.5,2,-3
O=C(O)CSc1nc2sc3c(c2c(=O)n1-c1ccccc1)CCC3,1,-18,-1,11,6,-1,0.5,18,2
CC1CCN(CCNC(=O)C2CCCN(S(=O)(=O)c3cccc4nsnc34)C2)CC1 (centres undefined),2,34*,-1,4,-1,-9,-1.2,-28,-2
COc1cc(/C=N/NC(=O)C(=O)Nc2ccccn2)ccc1O,0,-4,3,6,-3,0,1.3,9,-5
COc1ccccc1CNC(=O)c1ccc(CS(=O)(=O)c2ccc(C)cc2)o1,-7,-6,14,-7,-8,5,7.4,0,-9
CCOC(=O)NC1(C(F)(F)F)N=C(c2ccccc2)NC1=O (centres undefined),-5,-6,0,-5,2,-3,0.0,7,16
O=C1NC(=O)C2C3OC(C(Br)C3Br)C12 (centres undefined),-1,-4,1,-5,1,0,0.4,17,6
Fc1ccc2cnc(-c3ccccc3)cc2c1,-3,-6,0,0,2,0,-0.4,4,0
CCOC(=O)Oc1ccc(/C=C2\N=C(C)OC2=O)cc1,-4,-12,1,-13,3,-3,0.3,5,-2
Cc1ccc(C2NC(=O)c3ccccc3N2)s1 (centres undefined),-2,2,0,-1,-2,0,0.3,19,4
Cc1cccc(C)c1NC(=O)C(c1ccccc1)N1CCN(c2ccc(C(F)(F)F)cn2)CC1 (centres undefined),3,-11,1,-9,3,-1,0.5,16,4
CC1Cc2ccccc2N1C(=O)Cn1cnc2c1c(=O)n(C)c(=O)n2C (centres undefined),-16,-15,3,-6,11,1,2.4,0,3
Nc1ncnc2c1ncn2-c1ccccc1Cl,10,-12,1,-3,3,-1,0.2,8,4
O=C1CC(c2ccco2)CC2=C1C1c3ccccc3C(=O)N1c1ccccc1N2 (centres undefined),2,-7,1,13,-17,-8,1.4,4,3
CCN(CC)C(=O)c1cc2cc(Br)ccc2oc1=O,3,-10,1,1,-2,-1,0.9,-2,6
COC(=O)c1c(NC(=O)c2ccc(Br)s2)sc2c1CCC2,6,-13,0,1,-6,0,0.3,19,9
COc1ccccc1N1CCN(S(C)(=O)=O)CC1,-9,-7,0,4,-1,2,0.5,1,2
Cc1cccc(NC(=O)c2ccc(COc3ccc4ccccc4c3)o2)n1,3,0,1,-8,-2,-3,0.6,23,-1
Cc1ccc(OCCC(=O)Nc2ccccc2C(=O)NC2CC2)cc1,-7,-15,7,-13,0,0,2.6,14,-1
CC(CN1CCOCC1)c1ccccc1 (centres undefined),4,7,1,7,-2,-2,-0.1,-10,-2
O=C(CCc1ccccc1)Nc1nnc(-c2ccc3c(c2)CCCC3)o1,8,-9,2,-16,-4,2,-0.3,4,14

# Quoted at random: 2 entries already listed, in no set order.
SMILES,M5 antag,CHO-K1 Ca antag,CHRM4 agonist,M4 antag,CHRM5 PAM,M5 ag,M1 ag parental,CHO-K1 Ca PAM,M4 PAM
CC(CN1CCOCC1)c1ccccc1 (centres undefined),4,7,1,7,-2,-2,-0.1,-10,-2
O=C(NCCS(=O)(=O)NC1CCCCC1)c1ccc2c(c1)OCO2,9,-5,2,3,-4,4,3.0,22,4

# Later entries
SMILES,M5 antag,CHO-K1 Ca antag,CHRM4 agonist,M4 antag,CHRM5 PAM,M5 ag,M1 ag parental,CHO-K1 Ca PAM,M4 PAM
CC1(C)C(=O)Nc2ccccc2N1C(=O)COC(=O)C12CC3CC(CC(O)(C3)C1)C2,-2,-11,0,7,5,-4,-0.1,6,4
CC(C)=C1SC(N2CCN(c3ccc(C)c(Cl)c3)CC2)=NC1=O,4,-8,1,6,1,1,0.3,7,-1
CC1=C(c2ccc(Cl)cc2)[N+](=O)C(C)(C)N1[O-],-2,7,0,-8,0,-1,-0.2,3,-2
COc1ccc(NC(=O)C[C@H]2C(=O)N(CCc3ccccc3)C[C@@H]2CSC)cc1,3,-16,1,-6,-1,2,0.8,13,2
Cc1cccc(NC(=O)C2CCCN2/C=C/C(=O)C(F)(F)F)c1C (centres undefined),-9,-3,0,-3,3,1,4.8,22,-5
CCOc1ccccc1-n1nnnc1SC(C)C(=O)OC (centres undefined),-4,-10,0,5,5,0,1.5,23,-6
O=C(CN(C(=O)c1csnn1)c1cccc(C(F)(F)F)c1)NCc1ccc(F)cc1,9,-9,3,8,-3,-1,3.1,-3,-4
CCOC(=O)Cc1csc(N/C(=N/S(=O)(=O)c2ccc(F)cc2F)c2ccccc2)n1,6,-6,0,-1,-1,-1,-0.1,10,7
N#Cc1ccc(OCC(=O)OCC(=O)Nc2ccc(N3CCOCC3)cc2)cc1,3,1,2,-8,4,6,0.4,-1,-2
Cc1ccc(Cl)cc1NC(=O)C1CC(=O)Nc2ncnn21 (centres undefined),4,-15,1,-1,-2,-4,0.4,-5,-8
N#Cc1cc(-c2ccccc2)nnc1Sc1ccccc1,-11,-18,0,-8,4,-5,-0.3,22,12
CCN(CC)CC(=O)Nc1ccccc1SCC(=O)Nc1ccsc1C(=O)OC,-3,-11,1,-1,4,-5,1.1,4,-4
C[C@@H](C(=O)N[C@@H](Cc1c[nH]c2ccccc12)C(=O)O)n1nnc2ccccc2c1=O,-4,2,1,10,-1,-1,-0.8,-8,9
CCOC(=O)C1CCN(S(=O)(=O)c2ccc(CN3C(=O)c4cccnc4C3=O)cc2)CC1,8,-2,1,2,-3,-2,0.7,-2,0
Cc1ccc(CSCCNC(=O)CN2C(=O)c3ccccc3S2(=O)=O)cc1,-1,-15,5,-3,-11,5,1.8,-3,0
Cc1ccc(CCNC(=O)C2CCCN(S(=O)(=O)N3CC(C)CC(C)C3)C2)cc1 (centres undefined),-12,-7,0,0,-1,-2,-0.1,-4,-2
Nc1nc(NCc2cccs2)nn1-c1ccccc1,-1,12,1,2,-2,-5,0.0,-10,2
Cc1ccccc1Oc1ccccc1N,-20,3,-1,1,6,-4,-0.1,14,-4
O=C(CCN1C(=O)c2ccccc2C1=O)NC(=S)Nc1cccc(Cl)c1,-1,1,2,-8,-2,0,0.0,-4,1
Cc1[nH]c(=O)c(C(=O)/C=C/c2ccccc2F)c2c1CCCC2,1,4,4,-8,1,0,0.8,-2,4
Cc1onc(-c2c(Cl)cccc2Cl)c1C(=O)NC(C)(C)CO,13,5,0,0,-6,-5,0.1,8,1
O=C(Cc1ccccc1)NCCc1ccc(Cl)cc1Cl,8,-11,0,-15,-10,-3,0.1,4,2
CN(Cc1ccc(O)cc1)C1CCCCC1,-1,-9,1,4,2,0,0.0,5,12
COc1cc(OC)cc(-c2c(C#Cc3ccsc3)c3cc(-c4cnc(OC)nc4)ccc3n2C)c1,7,-9,1,-2,5,4,-0.5,0,-4
CCOc1ccccc1N1CCN(C(=O)COc2ccc3c(C)cc(=O)oc3c2)CC1,10,-3,0,18,-6,3,3.9,6,-15

# Reprinted from the part before: 6 entries; new compounds follow.
SMILES,M5 antag,CHO-K1 Ca antag,CHRM4 agonist,M4 antag,CHRM5 PAM,M5 ag,M1 ag parental,CHO-K1 Ca PAM,M4 PAM
Cc1[nH]c(=O)c(C(=O)/C=C/c2ccccc2F)c2c1CCCC2,1,4,4,-8,1,0,0.8,-2,4
Cc1onc(-c2c(Cl)cccc2Cl)c1C(=O)NC(C)(C)CO,13,5,0,0,-6,-5,0.1,8,1
O=C(Cc1ccccc1)NCCc1ccc(Cl)cc1Cl,8,-11,0,-15,-10,-3,0.1,4,2
CN(Cc1ccc(O)cc1)C1CCCCC1,-1,-9,1,4,2,0,0.0,5,12
COc1cc(OC)cc(-c2c(C#Cc3ccsc3)c3cc(-c4cnc(OC)nc4)ccc3n2C)c1,7,-9,1,-2,5,4,-0.5,0,-4
CCOc1ccccc1N1CCN(C(=O)COc2ccc3c(C)cc(=O)oc3c2)CC1,10,-3,0,18,-6,3,3.9,6,-15
CN(C)c1ccc(C2(c3ccc(N(C)C)cc3)OC(=O)c3cc(N)ccc32)cc1,-1,-9,0,-19,2,-5,0.0,22,4
C=C(C)CN1CCN(S(=O)(=O)c2ccc(C)c(N(C)S(=O)(=O)c3ccc(C)cc3)c2C)CC1,8,-11,-1,3,-9,-5,0.1,10,-12
CN(C)c1ccc(NC(=S)N(CCc2ccccc2)C2CC(=O)N(c3c(Cl)cccc3Cl)C2=O)cc1 (centres undefined),-5,1,1,7,9,0,0.3,12,-7
CCNC(=O)C1CCCN(C(=O)c2ccc(C#N)cc2)CC1 (centres undefined),5,-2,0,-1,-2,-1,0.3,18,4
CCOc1ccc(NC(=O)C(c2ccccn2)N(C(=O)CCl)c2ccc(OC)cc2)cc1 (centres undefined),-1,-6,0,11,0,-3,1.0,26,-9
Cc1ccc(C(=O)Nc2nccs2)s1,4,-8,1,-14,4,-3,0.1,6,11
COc1ccc(OC)c(-n2c(-c3ccccc3)n[nH]c2=S)c1,-3,1,1,6,1,-1,0.1,6,-5
O=C(Nc1ncc([N+](=O)[O-])s1)c1cccc([N+](=O)[O-])c1,5,-3,2,3,-7,3,7.8,-10,-4
CC1(C)OC(=O)C2=C(C[C@@H](C3CCCC3)O[C@H]2CCc2cccc(Cl)c2)O1,-5,-13,-1,-13,1,4,0.1,7,5
CN(C(=O)c1cccc(NC(=O)Cc2ccc(NC(=O)C3CCN(C(=O)C4CCCC4)CC3)cc2)c1)C1CCC1,-6,-13,-1,-15,-2,2,0.3,24,8
CCc1ccc(Cn2ncc3c(C(=O)O)cc(C)nc32)cc1,10,-4,1,34*,-4,0,-0.2,12,-16
COc1ccc(C(=O)N2CCc3ccccc3C2)cc1S(=O)(=O)N1CCCC1,8,1,4,-9,0,3,1.4,-14,2
COc1ccc(C2NC(=O)NC(O)(C(F)(F)F)C2C(=O)c2ccc(C)cc2)cc1 (centres undefined),5,-14,2,18,-9,-6,2.6,20,-36
COc1ccc(NC2CCCCC2NS(=O)(=O)c2ccc(C)cc2)cc1 (centres undefined),8,-5,0,-4,-10,-4,0.1,-1,-3
COc1ccccc1CNC(=O)c1cc(-c2cc(F)ccc2OC(C)C)n[nH]1,3,13,6,2,-8,-3,0.2,-3,-7
O=C(NCC(c1ccco1)N1CCCC1)c1cc2cc(Cl)ccc2o1 (centres undefined),5,-7,2,-8,-2,-8,-0.3,-11,2
C/C(=N\NC(=O)c1nnn(-c2nonc2N)c1-c1ccccc1)c1ccccc1O,-15,-6,2,5,7,2,0.3,10,-4
Cc1ccccc1NC(=O)CSC1=NCCN1,-7,2,0,2,9,-4,0.0,8,8
COCc1ccc(C(=O)N2CCCC(Nc3ccc4c(c3)OCCO4)C2)o1 (centres undefined),-2,2,1,-2,-5,-5,0.3,1,-4
Cc1ccc(S(=O)(=O)NCc2csc(C)n2)c(C)c1,-5,-7,1,-11,6,-1,0.3,20,12
N#Cc1ccccc1CCN1C(=O)c2ccccc2C1=O,0,0,1,8,3,-19,0.9,8,-8
O=C(NC(=S)Nc1cccc2c(O)cccc12)c1ccco1,-2,-5,7,-4,0,2,6.1,-2,-4
C/C(=N\NC(=O)CC1(C)OCCO1)c1cccs1,13,-9,0,8,-2,0,-0.2,22,2
